HePTP inhibitor: inhibitors of human HePTP phosphatase, primary screen, biochemical, absorbance, leukemia target; recombinant HePTP phosphatase activity, OD absorbance; inhibition, % at 20 µM; hit rate 0.64% among 110,000; AID 521, 2006; in the data active = inhibition above about 50%;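 also: plate controls were vehicle for no effect and reference inhibitor for full effect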
Target sequence (P35236 whole entry, looked up): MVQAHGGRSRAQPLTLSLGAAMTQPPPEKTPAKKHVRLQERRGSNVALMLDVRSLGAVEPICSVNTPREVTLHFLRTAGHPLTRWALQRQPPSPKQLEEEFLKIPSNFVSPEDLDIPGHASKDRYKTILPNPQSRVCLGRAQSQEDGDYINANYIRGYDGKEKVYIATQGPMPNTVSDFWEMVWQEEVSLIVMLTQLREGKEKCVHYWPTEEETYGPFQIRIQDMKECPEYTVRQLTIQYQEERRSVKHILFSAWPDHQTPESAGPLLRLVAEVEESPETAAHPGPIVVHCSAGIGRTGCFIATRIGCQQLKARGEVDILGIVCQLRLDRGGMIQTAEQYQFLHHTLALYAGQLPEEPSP
BAP1 inh: inhibitors of BAP1 deubiquitinase, primary screen, biochemical, Ub-AMC fluorescence, kinetic | Ubiquitin carboxyl-terminal hydrolase BAP1 (Homo sapiens), Q92560 | recombinant BAP1, Ub-AMC hydrolysis fluorescence kinetic; active compounds read low | activity remaining (% of control), % at 20 µM | hit rate 0.48% among 72,000;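 active = activity remaining at or below 50% of control, provided the compound also passes the data quality filters; inactive = the rest, including low values that fail the filters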;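 also: 100% = DMSO wells rate and 0% = substrate alone blank rate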
Target sequence (Q92560 whole entry, looked up): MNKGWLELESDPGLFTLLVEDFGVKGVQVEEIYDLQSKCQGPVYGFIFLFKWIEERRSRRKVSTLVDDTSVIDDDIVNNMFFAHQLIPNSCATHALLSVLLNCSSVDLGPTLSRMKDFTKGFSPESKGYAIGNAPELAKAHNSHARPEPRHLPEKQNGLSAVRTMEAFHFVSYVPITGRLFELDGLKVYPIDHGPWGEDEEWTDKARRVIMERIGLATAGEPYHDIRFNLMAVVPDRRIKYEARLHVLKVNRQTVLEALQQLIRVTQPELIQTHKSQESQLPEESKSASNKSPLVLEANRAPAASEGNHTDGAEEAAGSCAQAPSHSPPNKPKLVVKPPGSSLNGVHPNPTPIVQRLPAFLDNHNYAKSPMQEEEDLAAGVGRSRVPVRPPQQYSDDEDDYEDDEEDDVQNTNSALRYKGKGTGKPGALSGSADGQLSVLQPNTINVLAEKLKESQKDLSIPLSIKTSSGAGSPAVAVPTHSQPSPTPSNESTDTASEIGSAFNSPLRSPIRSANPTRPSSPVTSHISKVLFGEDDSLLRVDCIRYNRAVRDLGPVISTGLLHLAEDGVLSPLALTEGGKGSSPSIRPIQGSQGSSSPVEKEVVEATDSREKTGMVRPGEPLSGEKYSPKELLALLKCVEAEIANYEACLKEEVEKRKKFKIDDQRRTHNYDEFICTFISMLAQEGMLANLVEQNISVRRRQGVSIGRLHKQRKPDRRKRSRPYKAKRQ
* marks the source's active call; other numbers are inactive results; nt = no result given; & = joins results of further samples. This is a random part of the collection; any-hit rate near 0.79%.

A first look:
| canonical_smiles | HePTP inhibitor | BAP1 inh |
| --- | --- | --- |
| C=CCOc1ccc(/C=C2\C(=O)C(C(=O)OC)=C(C)N2c2ccc(C)cc2)cc1 | -3 | nt |
| COc1ccc(N2CCN(c3ccc(NC(=O)c4ccc5c(c4)OCO5)cc3C#N)CC2)cc1 | 1 | 52 |
| COc1nc(-c2ccccc2)ccc1-c1noc(-c2ccc(F)cc2)n1 | -2 | nt |

All compounds of this part, from the first entry:
| canonical_smiles | HePTP inhibitor | BAP1 inh |
| --- | --- | --- |
| C=CCOc1ccc(/C=C2\C(=O)C(C(=O)OC)=C(C)N2c2ccc(C)cc2)cc1 | -3 | nt |
| COc1ccc(N2CCN(c3ccc(NC(=O)c4ccc5c(c4)OCO5)cc3C#N)CC2)cc1 | 1 | 52 |
| COc1nc(-c2ccccc2)ccc1-c1noc(-c2ccc(F)cc2)n1 | -2 | nt |
| O=C(c1cccc(C(F)(F)F)c1)N1CCCC1 | 4 | 158 |
| COc1cc(OC)nc(NC2OC(=O)c3ccccc32)n1 (stereo unspecified) | nt | 109 |
| COc1cc2ccccc2cc1C(=O)Nc1ccc(Br)cn1 | -1 | nt |
| O=C1C(c2ccc(F)cc2)N(Cc2ccc3c(c2)OCO3)C(=O)CN1C1CCCC1 (stereo unspecified) | 9 | 83 |
| O=C(NC1=NCCS1)c1ccc(OCC2CCCO2)cc1 (stereo unspecified) | -11 | 101 |
| Cc1nc(N2CCN(S(=O)(=O)c3cccc4nonc34)CC2)c2c3c(sc2n1)CCCC3 | -6 | 87 |
| O=[N+]([O-])c1cc(C(F)(F)F)ccc1N1CCN(S(=O)(=O)c2ccccc2)CC1 | 5 | nt |
| COc1ccc(OCCCC(=O)N2CCCc3ccccc32)cc1 | 4 | 102 |
| COC(=O)C1=C(N)OC2=C(C(=O)CCC2)C1c1cccs1 (stereo unspecified) | 1 | 90 |
| COc1cccc(C2N(c3ccc(Cl)cc3)C(=O)C3CCCN32)c1 (stereo unspecified) | 1 | 99 |
| Cc1ccc(OCc2nc(C#N)c(NCc3ccco3)o2)cc1 | 4 | 115 |
| Cn1c2c(c(=O)n(C)c1=O)C(CC(=O)Nc1ccccc1)C(=O)N2 (stereo unspecified) | 12 | 96 |
| CCOC(=O)C1=C(C)N=C2SC(C)C(=O)N2C1c1ccc(OC(C)=O)c(OCC)c1 (stereo unspecified) | 3 | 103 |
| COc1ccc(OC)c(NC(=O)C2CCN(S(=O)(=O)c3cccs3)CC2)c1 | 4 | 98 |
| Cc1ccccc1-n1nnnc1SCC(N)=O | -7 | 97 |
| CCOC(=O)CSC1=C(C#N)C(c2ccc(OC)cc2)C2=C(CC(C)(C)CC2=O)N1 (stereo unspecified) | 3 | 65 |
| CCOc1ccc(Cl)cc1/C=N/O | 0 | 91 |
| O=C(Nc1ccc(C(=O)N2CCCC2)cc1)c1ccccc1F | -4 | 95 |
| Fc1ccccc1-n1nnnc1SCc1ccccc1Cl | nt | 109 |
| O=C(c1cc2n(n1)C(C(F)(F)F)CC(c1ccco1)N2)N1CCN(c2ccccn2)CC1 (stereo unspecified) | -11 | 96 |
| COc1ccc(OCc2cccc(C(=O)N3CCCC3)c2)cc1 | 8 | 105 |
| O=C(CSc1nc2ccccc2n1Cc1ccccc1)N/N=C/c1cccc(O)c1 | 4 | nt |
| CCN1C(=O)/C(=C/c2c(N3CCN(C)CC3)nc3ccccn3c2=O)SC1=S | 8 | nt |
| CC(=O)c1cccc(NC(=O)c2ccco2)c1 | 2 | 96 |
| COc1ccc(N(CC(=O)NCCSc2ccccn2)S(C)(=O)=O)cc1Cl | 4 | nt |
| CCS(=O)(=O)c1ccc(NC(=O)c2ccccc2Cl)c(O)c1 | 1 | nt |
| O=C(c1cc2cc(Cl)cc(Cl)c2oc1=O)N1CCOCC1 | 10 | 77 |
| CC(C)c1ccc2oc(=O)cc(CN3CCN(c4ccccc4)CC3)c2c1 | -1 | 81 |
| N=c1n(CCO)c2ccccc2n1CCOc1ccccc1 | -1 | 91 |
| Cc1cccc(N2C(=O)CC(N3CCOCC3)C2=O)c1 (stereo unspecified) | 11 | 96 |
| COc1ccc(NC(=O)Cn2nc([N+](=O)[O-])c(Cl)c2C)cc1OC | nt | 221 |
| Cc1ccccc1NC(=O)C1CCCN1C(=O)NC1CCCCC1 (stereo unspecified) | -3 | 89 |
| CCCCCC(=O)NNC(=O)c1ccc(F)cc1 | 6 | nt |
| COc1ccc(-c2nc(C3CCCCC3)no2)cc1OC | 7 | 105 |
| CC(C)C(=O)Nc1cc(C(F)(F)F)ccc1N1CCOCC1 | 4 | 113 |
| CCCn1c(=O)c2ccccc2n2c(SCc3cc(=O)n4ccsc4n3)nnc12 | -7 | 108 |
| CC1=C(C(=O)OC2CCCCCCC2)C(c2cccc(Oc3ccccc3)c2)NC(=O)N1 (stereo unspecified) | nt | 50 |
| COc1ccc(N(CC(=O)NCc2ccco2)S(C)(=O)=O)cc1 | 6 | 105 |
| COc1ccc(C(=O)Nc2ccc(Cl)c(-c3nc4ccccc4[nH]3)c2)cc1 | 4 | nt |
| CCOC(=O)c1c(NC(=O)Cc2cccs2)sc2c1CCCC2 | 9 | 67 |
| COc1ccc(/C(O)=C2\C(=O)C(=O)N(CCN3CCOCC3)C2c2ccccc2OC)cc1 (stereo unspecified) | 8 | 95 |
| COc1cc(CC(=O)Nc2sccc2C(N)=O)cc(OC)c1OC | -4 | 97 |

The list continues.
Values run as follows: HePTP inhibitor, BAP1 inh
- O=C(CCC(=O)N(CC(=O)NC1CCCCC1)c1ccc2c(c1)OCO2)Nc1ccccn1
  10, 72
- NC(=O)c1cc(-c2ccccc2)sc1N
  3, nt
- CCOC(=O)C1=C(C)N=C2SCC(=O)N2C1c1ccc(Br)cc1 (stereo unspecified)
  -8, nt
- COc1cccc(Nc2nc(N)nc(C(F)(F)F)n2)c1
  1, 101
- Cc1cc(N2CCOCC2)nc(NCc2ccccc2)n1
  11, 105
- O=C(O)Cc1ccc(-c2ccccc2)cc1
  6, 89
- CN(C)c1ccc(/C=C/C=N/NS(=O)(=O)c2ccc(C(C)(C)C)cc2)cc1
  -2, nt
- O=C(Nc1nc2c(cc3c4c(cccc42)CC3)s1)c1ccc(S(=O)(=O)N2CCc3ccccc32)cc1
  nt, 110
- COc1ccc(/C=C/C(=O)Nc2ccc(C(C)=O)cc2)cc1
  -6, nt
- COc1ccc(-n2c(C)c(C(C)=O)c(C(C)=O)c2C)cc1OC
  -8, 96
- COc1cccc(CNCC(=O)N2C(C)CCCC2C)c1 (stereo unspecified)
  -5, 74
- CC(=O)Nc1cccc(NC(=O)CSc2nnc(Cc3cccn3C)n2CCc2ccccc2)c1
  4, 115
- COc1ccc(/C=N/Nc2cc(N3CCOCC3)ncn2)cc1
  7, nt
- COc1cc(C2C3=C(CCCC3=O)OC3=C2C(=O)CCC3)cc(OC)c1OC
  3, 183
- COc1ccc2c(Cl)c(C(=O)N3CCCCC3)sc2c1Cl
  nt, 62
- C=CCN1C(=O)/C(=C\c2cc3c(cc2Br)OCO3)SC1=S
  -8, nt
- Cn1nc(C(=O)NCC2CCCO2)c2ccccc2c1=O (stereo unspecified)
  3, 137
- CC(C)(C)C1CCC(OC(=O)c2ccncc2)CC1 (stereo unspecified)
  8, 102
- CC(=NCc1ccco1)c1c(O)n(C2CCCCC2)c(=O)[nH]c1=O
  12, 55
- CC(=O)NC12CC3CC(C1)C(=O)C(C3)C2
  -14, nt
- CN(C)S(=O)(=O)N(CC(=O)Nc1ccccc1C(F)(F)F)c1ccccc1
  5, 66
- CCCC1Nc2c(C(=O)O)ccc([N+](=O)[O-])c2C2C=CCC12 (stereo unspecified)
  nt, 123
- CCCn1c(NC(=O)c2ccco2)nc2ccccc21
  5, 88
- Cc1cccc(C(=O)Nc2nc(-c3ccc(Br)cc3)cs2)c1
  -14, nt
- CCOC(=O)N1CCN(S(=O)(=O)c2cc(Br)cc3c2N(C(=O)C2CC2)CC3)CC1
  8, nt
- CCn1cc(C(=O)OCc2cccc(Br)c2)c(=O)c2ccc(C)nc21
  -4, 53
- O=S(=O)(NC1CC1)c1cccc(S(=O)(=O)N2CCCC2)c1
  -5, 111
- COc1ccc(S(=O)(=O)N2CCC(C(=O)Nc3ccccc3C)CC2)c2cccnc12
  0, 105
- COC(=O)c1cc(NC(=O)CCCOc2ccc(Cl)cc2C)cc(C(=O)OC)c1
  0, nt
- O=C(O)C1Cc2c([nH]c3ccccc23)C(c2ccc3c(c2)OCO3)N1 (stereo unspecified)
  -3, 83

Single records, from the list above:
`Cn1c2c(c(=O)n(C)c1=O)C(CC(=O)Nc1ccccc1)C(=O)N2` (stereo unspecified) in the list: HePTP inhibitor: 12; BAP1 inh: 96
`COc1ccc(/C=C/C(=O)Nc2ccc(C(C)=O)cc2)cc1` in the list: HePTP inhibitor: -6; BAP1 inh: nt
`Cn1nc(C(=O)NCC2CCCO2)c2ccccc2c1=O` (stereo unspecified) in the list: HePTP inhibitor: 3; BAP1 inh: 137

Random excerpt: two records from the list.
Values run as follows: HePTP inhibitor, BAP1 inh
- CCOC(=O)C1=C(C)N=C2SCC(=O)N2C1c1ccc(Br)cc1 (stereo unspecified)
  -8, nt
- CC(C)(C)C1CCC(OC(=O)c2ccncc2)CC1 (stereo unspecified)
  8, 102

Next part:
Values run as follows: HePTP inhibitor, BAP1 inh
- Cc1ccc(S(=O)(=O)N2CCCCC2C(=O)NCc2ccco2)cc1 (stereo unspecified)
  -6, 81
- COc1cccc(-n2nnc3c(=O)n(CC(=O)N4CCC(Cc5ccccc5)CC4)cnc32)c1
  4, nt
- CN(C)c1cccc2c(S(=O)(=O)Nc3ccccn3)cccc12
  -1, 113
- CCN(CCCNC(=O)C1CCCN(S(=O)(=O)CC)C1)c1cccc(C)c1 (stereo unspecified)
  1, 83
- COc1ccccc1-c1nnc(SCC(=O)OC(C)C)o1
  -1, 103
- CC(=O)CC1OC(=O)C(Br)=C1NCc1ccccc1 (stereo unspecified)
  5, 99&90
- O=C(COc1ccc2ccccc2c1)Nc1ccc(S(=O)(=O)N2CCCC2)cc1
  6, nt
- CCOC(=O)N1CCN(C(=O)CN(c2cccc(C)c2)S(=O)(=O)c2ccccc2)CC1
  -4, nt
- O=C(Nc1cccnc1)Nc1ccccn1
  -2&12, 97
- O=c1cc(-c2ccccc2)[nH]n1-c1ccccc1
  6, nt
- C#CCn1cc(/C=C2\C(=O)NC(=O)N(c3ccc(C)cc3)C2=O)c2ccccc21
  85*, nt
- O=C(Cn1nc(C(F)F)cc1C1CC1)NCCC1=CCCCC1
  9, 61
- Cc1ccnc(NC(=O)CCCOc2ccc(Cl)cc2Cl)c1
  2, nt
- COC(=O)c1sc2nc(-c3ccccc3)nc(N3CCOCC3)c2c1C
  4, nt
- CCOCCOC(=O)C1=C(C)NC2=C(C(=O)CC(C)(C)C2)C1c1ccc(C)cc1 (stereo unspecified)
  nt, 153
- COc1ccc(C2/C(=C(/O)c3ccc(C)cc3)C(=O)C(=O)N2CCCCCC(=O)O)cc1 (stereo unspecified)
  4, nt
- COC(=O)c1cn(NC(=O)c2cnccn2)c(=O)c2ccccc12
  -4, nt
- COc1ccc(C2CC(=O)C3=C(C2)Nc2ccccc2NC3c2cc(OC)c(OC)cc2Br)cc1 (stereo unspecified)
  8, nt
- COc1ccc(OC)c(NC(=O)c2cc3sccc3n2C)c1
  7, 88
- Cc1ccc(NC(=O)CCNS(=O)(=O)c2ccc3c(c2)oc(=O)n3C)cc1C
  0, 91
- Cc1ccc(S(=O)(=O)N2CCCCC2)cc1C(=O)Nc1ncn[nH]1
  17, 63
- COc1ccc(NC(=O)CSC2=C(C#N)C(c3ccco3)C3=C(CCCC3=O)N2)c(OC)c1 (stereo unspecified)
  6, 97
- Cc1onc(-c2ccccc2)c1C(=O)Nc1cccc(Br)c1
  9, nt
- Cn1c(C(=O)O)c(CC(=O)NCc2cccnc2)c2ccccc21
  12, 89
- CCc1nnc(NS(=O)(=O)c2ccc(N=Cc3c(C)[nH]n(-c4ccc(Cl)cc4)c3=O)cc2)s1
  2, nt
- Cc1ccc(OCC(=O)N/N=C\c2cccc(OC(=O)c3cccs3)c2)cc1
  5, nt
- O=c1cnn(-c2ccccc2)c(-c2ccccc2)c1
  1, nt
- Cc1ccc(NC(=O)c2cccc(Br)c2)c(Br)c1
  nt, 66
- Cc1ccc2oc(C(F)F)cc(=O)c2c1
  6, nt
- CN(C)C(C(=O)NC1CCCCC1)c1ccc(Cl)cc1 (stereo unspecified)
  -8, nt
- CC(C)Oc1ccccc1NC(=O)c1cccs1
  -15, nt
- S=C(NCC1(c2ccccc2)CCOCC1)Nc1ccccc1
  -20, nt
- CCCCCOC(=O)NCC(O)c1ccccc1 (stereo unspecified)
  5, 85
- COc1ccc(C(C)=O)cc1COC(=O)c1ccc(OCc2c(C)noc2C)cc1
  4, 92
- Cc1ccc2nc(-c3ccc(O)cc3)sc2c1
  1, nt
- O=C1CCN(S(=O)(=O)c2ccc(Br)cc2)CCN1
  nt, 124
- Cc1cc(C)n(CC(O)COCc2ccco2)n1 (stereo unspecified)
  -3, 102
- Cc1ccc(NC(=O)c2ccc([N+](=O)[O-])o2)nc1
  nt, 158
- CSc1ccc(/C=C/C(=O)c2ccc(NC(=O)c3ccco3)cc2)cc1
  14, nt
- O=[N+]([O-])c1ccccc1S(=O)(=O)NC1CCS(=O)(=O)C1 (stereo unspecified)
  -7, nt
- O=C(COc1ccc2c(c1)oc(=O)c1ccccc12)c1ccc(F)cc1
  0, nt
- OCc1cccc(N=Cc2cccc(Cl)c2Cl)c1
  -8, nt
- FC(F)(F)c1ccc(N2CCN(c3cc(-c4ccccc4)nc4ncnn34)CC2)nc1
  2, 119
- CCOc1ccc2c(c1)-c1c(ssc1=S)C(C)(C)N2C(=O)c1ccc(OC)c(OC)c1
  0, nt
- CCOC(=O)c1oc2ccccc2c1CN1CCN(c2ccccc2)CC1
  0, 92
- CC(=O)Nc1sc2c(c1C(N)=O)CCC(C)C2 (stereo unspecified)
  13, nt
- CCOC(=O)c1cnc(SCc2ccccc2)nc1N
  1, 57
- Cc1cc(C(F)(F)F)nn1CC(=O)Nc1sc2c(c1C#N)CCCC2
  -24, 82

Screens from PubChem.
